Compound activity deposited in PubChem by National Center for Advancing Translational Sciences (NCATS).
Nrf2 ARE act – Nrf2 pathway activation | AREc32 ARE-luciferase reporter (MCF7-derived line), luminescence, 24 h | Potency, µM (series often up to 46.1 µM), for the others: top-dose activation, actives largely listed as activators | actives 0.31% (n = 410,000) | AID 624171; note: potency is the fitted concentration of half-maximal effect; % of control where 0% means no effect; nearly all actives have a fitted effect of over 65% in size
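ARE activation measured as luciferase luminescence (Steady-Glo, 30 min RT) in AREc32_Fluc cells after 24 hr compound exposure at 37 deg C, 5% CO2; cells seeded overnight at 1000/well in OPTI-MEM, 5% FBS.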
Abeta rescue – restores growth of yeast expressing A-beta42 peptide; yeast expressing A-beta42, growth rescue, OD600, 48 h; response scale: 0% DMSO, 100% iron-clioquinol control; Potency, µM (top dose mostly 46.1 µM), without a hit: top-dose growth rescue, actives largely listed as activators; actives 0.063% (n = 410,000); AID 1347071; note: potency is the fitted concentration of half-maximal effect; nearly all actives have a fitted effect of over 55% in size
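Growth rescue measured by 600 nm absorbance after 48 h yeast culture at 30 C with compound. Values normalized between DMSO and an equimolar ferric chloride plus clioquinol control.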
pAkt inh – Akt phosphorylation inhibition. activity change, % for hits at 50 µM. Neuro2A IGF-stimulated pAkt S473 HTRF, 20 min; stronger effect = lower value. actives 0.32% (n = 360,000); in the data active = activity change below about -80%; inconclusive = mostly about -51% to -80%; note: % is set by controls: 0 for no effect and ±100 for the full control effect
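Single-point screen (50 µM final compound) in Neuro2A cells stimulated 20 min with 6 nM IGF at 37 deg C. After lysis, Ser473-phosphorylated Akt read by HTRF (ex 330 nm, em 615/665 nm) as the 665/615 ratio.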
Nrf2 block – inhibitors of Nrf2 signaling | A549 ARE-Fluc reporter, luciferase luminescence, 18-24 h | Potency, µM (series often up to 46 µM), without a hit: at the highest dose activity change, negative = inhibition, usual class: inhibitors | actives 2.1% (n = 360,000) | AID 504444; note: potency is the fitted concentration of half-maximal effect; % is set by controls: 0 for no effect and ±100 for the full control effect; nearly all actives have a fitted effect of over 60% in size
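Quantitative HTS in A549 cells stably bearing an antioxidant response element-firefly luciferase construct. Inhibition of Nrf2-driven transcription was scored by luminescence after 18-24 h of compound exposure at 37 °C.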
HepG2 tox – kills HepG2 cells in TGF-b inhibitor counter-screen; HepG2 CAGA-GFP viability, ATP luminescence, 18 h; Potency, µM (titrated, usually from 46.1 µM), for inactives: at the highest dose activity change, negative = cytotoxicity, most hits filed as cytotoxic; actives 0.76% (n = 410,000); AID 588856; note: potency is the fitted concentration of half-maximal effect; some results filed as inactive show a strong effect at the top dose
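CellTiter-Glo luminescence gave cytotoxicity after 18 hours at 37 degrees C. The cells were HepG2 CAGA-GFP in 1% FBS DMEM, stimulated with 500 pg/mL TGF-beta after compound addition. %Activity was normalised to no-cell wells (complete cell-killing) and DMSO (no toxicity), and curves were fitted and classified.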
Mm-Cpn inhibitor – blocks the Methanococcus maripaludis chaperonin Mm-Cpn; purified Mm-Cpn ATPase, ADP Transcreener TR-FRET; Potency, µM (doses to about 76.9 µM), without a hit: at the highest dose activity, negative = inhibition, most hits filed as inhibitors; actives 0.031% (n = 330,000); note: potency is the fitted concentration of half-maximal effect; % is set by controls: 0 for no effect and ±100 for the full control effect; nearly all actives have a fitted effect of over 80% in size
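Quantitative HTS used 25 nM Mm-CPN and 10 uM ATP in magnesium/KCl Tris buffer, pH 7.4, with 1 mM DTT. Hydrolysis ran 30 min at 37°C; ADP was read by HTRF.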
A549 tox – counter-screen for Nrf2 inhibitors: cytotoxicity in A549 cells; actives 0.16% (n = 390,000); A549 ARE-Fluc cells, CellTiter-Fluor viability, 18-24 h; Potency, µM (top dose mostly 46 µM), for inactives: at the top dose activity change, negative = cytotoxicity, usual class: inhibitors; note: potency is the fitted concentration of half-maximal effect; % is set by controls: 0 for no effect and ±100 for the full control effect
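A549 ARE_Fluc cells in 5% FBS OPTI-MEM were exposed to compounds in concentration-response for 18-24 h at 37 deg C. Viability was read by CellTiter-Fluor fluorescence (Ex 405/Em 525) after 30 min, before the luciferase read.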
TGFb inhibitor – blocks TGF-b signaling; actives 1.2% (n = 410,000); Potency, µM (titrated, usually from 46.1 µM), without a hit: at the top dose activity, negative = inhibition, hits mostly inhibitors; HepG2 CAGA-GFP TGF-b/SMAD3 reporter, GFP fluorescence, 18 h; TGF-beta stimulated, 500 pg/mL final; note: potency is the fitted concentration of half-maximal effect; % is set by controls: 0 for no effect and ±100 for the full control effect; nearly all actives have a fitted effect of over 65% in size
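HEPG2 CAGA-GFP cells (1000/well, DMEM with 1% FBS) were pre-incubated 2 h at 37 degrees C, given compound by pin tool, then stimulated with TGF-beta at 500 pg/mL final for 18 h before per-cell GFP fluorescence imaging.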
CCT chaperon mod – modulators of cytosolic chaperonin (CCT/TRiC) activity. activity change, % (test concentration not listed), hits read low. purified chaperonin ATPase assay, HTRF ADP detection, 30 min. actives 0.3% (n = 360,000); in the data active = activity change below about -30%; note: % is set by controls: 0 for no effect and ±100 for the full control effect
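ATPase activity: ADP formed was measured by HTRF Transcreener (665/615 nm ratio) after 30 min at 37 deg C with 10 uM ATP. Compounds screened at one 76 uM concentration against 40 or 20 nM TRiC in Tris pH 7.4/KCl/MgCl2/DTT buffer.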
* = called active by the depositor; i = inactive; ? = inconclusive; nt = no result given; [ ] = another dose, or the depositor's remark. Unless noted, calls come from the whole dose curve; as a rule, active = well fitted curve in the direction sought with a large enough effect; inconclusive = small, poorly fitted or top-dose-only effect, or another doubt; inactive = no such curve, though single readings can be large; an effect the other way counts as inactive or inconclusive.

SMILES	Nrf2 ARE act	Abeta rescue	pAkt inh	Nrf2 block	HepG2 tox	Mm-Cpn inhibitor	A549 tox	TGFb inhibitor	CCT chaperon mod
O=C(c1cnccn1)N(Cc1ccco1)C1(C(=O)NC2CCCCC2)CCCCC1	-0.2%	21%	i	9%	0%	1%	-12%	7%	-0.2
C=CCn1c(-c2ccccc2OCC)n[nH]c1=S	2.8%	8%	i	5%	22%	2%	1%	?	-3.2
CCCCC(=O)Nc1ccc(C)c(S(=O)(=O)N2CCCCCC2)c1	5.3%	-1%	i	16µM*	-20%	-2%	?	?	-0.2
O=C(NCc1ccc(F)cc1)c1cc(-c2ccco2)on1	6.1%	-16%	i	24%	-26%	-2%	8%	8%	-3.4
CCOc1ccc(N(CC(=O)NCc2ccc(F)cc2)C(=O)c2snc(C(N)=O)c2N)cc1	0.5%	-23%	i	9%	-13%	-2%	-16%	-9%	-2.3
CSc1ccc(NC(=O)Nc2cc(C)ccn2)cc1	-1.3%	5%	i	?	8%	1%	-3%	4%	1.8
COc1ccc2nc3oc(C(=O)NCc4ccccc4OC)cc3cc2c1	0.2%	-11%	nt	1%	-12%	nt	11%	-19%	nt
CC(C)n1c(-c2ccccc2F)n[nH]c1=S	-0.8%	22%	i	nt	-18%	-6%	-1%	3%	-4.9
CC(=O)N1CCc2c(sc3c2c(=O)n(CCc2ccccc2)c(=O)n3CC(=O)Nc2ccc(C)c(F)c2)C1	-0.5%	-14%	nt	?	-24%	nt	-25%	4%	nt
O=C(Nc1ccc(OC(F)(F)F)cc1)C(NS(=O)(=O)c1cccc2nsnc12)c1ccccc1 (centres undefined)	0.1%	-8%	nt	?	-37%	nt	-11%	?	nt
CN(CC(=O)Nc1ccccc1C(F)(F)F)C(=O)Cc1ccccc1F	-0.6%	6%	i	-3%	-1%	1%	1%	-1%	-0.5
CC(NC(=O)c1ccc2ccccc2n1)c1ccccc1 (centres undefined)	-2.5%[9.22 µM]	-3%	i	3%	-15%	-1%	-4%	24%	-1.0

3 of the compounds above, bar-delimited:
molecule | Nrf2 ARE act | Abeta rescue | pAkt inh | Nrf2 block | HepG2 tox | Mm-Cpn inhibitor | A549 tox | TGFb inhibitor | CCT chaperon mod
O=C(NCc1ccc(F)cc1)c1cc(-c2ccco2)on1 | 6.1% | -16% | i | 24% | -26% | -2% | 8% | 8% | -3.4
CCOc1ccc(N(CC(=O)NCc2ccc(F)cc2)C(=O)c2snc(C(N)=O)c2N)cc1 | 0.5% | -23% | i | 9% | -13% | -2% | -16% | -9% | -2.3
CSc1ccc(NC(=O)Nc2cc(C)ccn2)cc1 | -1.3% | 5% | i | ? | 8% | 1% | -3% | 4% | 1.8

Further results:
SMILES	Nrf2 ARE act	Abeta rescue	pAkt inh	Nrf2 block	HepG2 tox	Mm-Cpn inhibitor	A549 tox	TGFb inhibitor	CCT chaperon mod
Cc1cc2oc(C(=O)NC3CCS(=O)(=O)C3)c(C)c2cc1C (centres undefined)	0.0%	-1%	i	nt	28%	1%	-1%	0%	1.6
CN1CCN(CCCc2c3c(cc4c2CCC4)CCC3)CC1	0.4%	-13%	i	-3%	1%	0%	-1%	13%	-2.4
COc1ccc(C(=O)NC(=S)NNC(=O)c2ccc(C)cc2)cc1	8.3%	?	i	?	-44%	nt	-17%	-19%	0.9
O=C1CCCC2=C1C(c1cccc(O)c1)C1=C(N2)c2ccccc2C1=O (centres undefined)	0.3%	6%	i	-4%	-7%	-2%	-13%	4%	0.2
CN(C)CCCNc1nc(N)c([N+](=O)[O-])c(NCCO)n1	0.2%	-2%	i	-2%	24%	1%	3%	-1%	-2.8
CCN(CC(=O)NC(c1ccccc1)c1ccccc1)Cc1nc2ccccc2c(=O)[nH]1	4.6%	15%	i	?	-15%	0%	-10%	0%	-3.6
O=C(c1ccccc1)N1CCCC(C(=O)N2CCc3ccccc3C2)C1 (centres undefined)	-0.5%	-12%	i	-3%	-3%	-3%	-1%	14%	-1.8
Cc1ccoc1C(=O)Nc1cccc(Oc2ccccc2)c1	4.2%	-96%[inhibitor]	i	24%	-12%	2%	3%	7%	-2.2
CN(C)C(=O)CNc1n[nH]c(=S)[nH]c1=O	0.0%	-4%	i	4%	15%	-30%	-2%	5%	-0.7
Cc1ccc(Cl)cc1S(=O)(=O)N1CCC(C(=O)NC2CCN(Cc3ccccc3)CC2)CC1	0.1%	5%	i	?	-4%	1%	2%	-2%	1.4
C=CCn1c(N2CCCCCC2)nc2c1c(=O)[nH]c(=O)n2C	-0.5%	-17%	i	11%	-7%	-4%	20%	1%	0.9
CCOc1ccc(NC(=O)Cn2nc(CC)n3c(cc4sccc43)c2=O)cc1	-1.0%	-8%	nt	3%	3%	nt	2%	-2%	nt
O=C(Cc1cc(=O)[nH]c(=O)[nH]1)NCc1ccc(Cl)cc1	-1.1%	-13%	i	21%	-27%	4%	-2%	0%	-1.3
CNS(=O)(=O)c1cc(-c2nnc(Nc3ccc(NC(C)=O)cc3)c3ccccc23)ccc1C	2.7%	-20%	i	-19%	13%	-9%	-17%	?	-0.8
CCCCN(C(=O)CSc1n[nH]c(-c2ccc(C)cc2)n1)c1c(N)n(CCCC)c(=O)[nH]c1=O	2.1%	4%	i	9%	-4%	0%	0%	4%	1.0
COc1cc(OC)c(NC(=O)N2CCOc3ccc(C)cc32)cc1Cl	0.0%	-3%	nt	3%	-4%	nt	6%	-2%	nt
O=C(NCc1ccco1)/C(=C\c1ccco1)NC(=O)c1ccccc1Cl	4.0%	8%	i	10%	-21%	-1%	-2%	-19%	-1.9
CN(C(=O)c1ccc(COc2ccccc2Br)o1)c1ccccc1	-0.3%	11%	i	7%	-3%	1%	?	-5%	1.5
CCc1cccc(CC)c1N1C(=O)C2=C(SCCCS2)C1=O	?	-25%	i	nt	-60%	nt	nt	-22%	-0.9
Fc1cccc(-c2nn[nH]n2)c1	0.0%	-2%	i	12%	7%	0%	-1%	?	-1.1
COc1ccc(N=NC2=C(O)CC(C)(C)CC2=O)cc1	-0.2%	-9%	i	-3%	-48%	-18%	0%	0%	-1.0
O=C(NCc1ccncc1)C(=O)Nc1nccs1	2.3%	3%	i	-4%	-6%	1%	-1%	2%	0.1
CCC1(c2ccccc2)NC(=O)N(CC(=O)Nc2ccc(OC)nc2)C1=O (centres undefined)	-1.0%	18%	i	6%	-5%	3%	0%	68%[activator]	3.9
Cc1cnnc2ccc3c(no[n+]3[O-])c12	?	4%	i	-4%	-3%	1%	-2%	5%	-1.7
CN(CC(=O)NCCCN1CCOCC1)S(=O)(=O)c1ccc(Br)cc1	0.3%	21%	i	?	18%	0%	0%	0%	0.7
CCCCNC(=O)CSc1nnc(-c2ccco2)n1C	0.1%	9%	i	-7%	-1%	0%	3%	-2%	-1.7
NC(=O)C1CCN(CC(=O)Nc2ccccc2Sc2ccccc2)CC1	0.2%	-9%	i	-7%	4%	1%	0%	8%	0.5
CC(C)CC1Nc2ccc(C(=O)NCCCOC(C)C)cc2NC1=O (centres undefined)	0.3%	4%	nt	-21%	-1%	nt	-6%	0%	nt
Cc1nc2ccccc2c(=O)n1-c1ccc(F)c(NC(=O)c2cccs2)c1	-0.3%	1%	i	-5%	-11%	0%	-2%	-6%	0.1
COc1cc(OC)cc(-c2c(C#Cc3ccsc3)c3cc(-c4ccc(C(N)=O)cc4)ccc3n2C)c1	-0.1%	6%	i	?	-4%	?	2%	-8%	-1.4
C=CCn1c(-c2cc(-c3ccc(C)cc3)nc3ccccc23)n[nH]c1=S	3.1%	?	i	-18%	0%	-3%	1%	-15%	-9.2
COc1ccc(S(=O)(=O)N2CCCC(C(=O)NCCC(C)C)C2)cc1 (centres undefined)	-0.3%	9%	i	-11%	2%	-4%	-4%	14%	-2.6
CCOC(=O)c1cc(-c2ccc(C)cc2)n(CCC(=O)NCc2ccccc2)c1C	-0.2%	1%	nt	8.2µM*	-40%	nt	-21%	-15%	nt
CC(=O)Nc1ccc(S(=O)(=O)NC2=C(N3CCN(c4ccc(F)cc4)CC3)C(=O)c3ccccc3C2=O)cc1	-0.8%	-3%	i	?	-96%	1%	?	11µM*	-1.5
CCc1nc(SCC(=O)Nc2nccs2)c2oc3ccccc3c2n1	0.5%	-14%	i	-9%	-4%	-4%	?	-11%	-7.0
CN(Cc1cn(C)nc1-c1ccccc1F)Cc1nccn1C	0.1%	0%	i	-13%	-2%	3%	0%	11%	1.7
Cn1cc(C=CC(=O)O)c2nccnc21	-0.8%	10%	i	nt	-1%	nt	nt	2%	-0.5

Some of the entries so far, bar-delimited:
Compound | Nrf2 ARE act | Abeta rescue | pAkt inh | Nrf2 block | HepG2 tox | Mm-Cpn inhibitor | A549 tox | TGFb inhibitor | CCT chaperon mod
CCOC(=O)c1cc(-c2ccc(C)cc2)n(CCC(=O)NCc2ccccc2)c1C | -0.2% | 1% | nt | 8.2µM* | -40% | nt | -21% | -15% | nt
CCCCNC(=O)CSc1nnc(-c2ccco2)n1C | 0.1% | 9% | i | -7% | -1% | 0% | 3% | -2% | -1.7
CCc1nc(SCC(=O)Nc2nccs2)c2oc3ccccc3c2n1 | 0.5% | -14% | i | -9% | -4% | -4% | ? | -11% | -7.0
COc1cc(OC)cc(-c2c(C#Cc3ccsc3)c3cc(-c4ccc(C(N)=O)cc4)ccc3n2C)c1 | -0.1% | 6% | i | ? | -4% | ? | 2% | -8% | -1.4
